# Assay outcomes: PubChem BioAssay, several laboratories
# Mcl1 Bid PPI: disrupts binding of human Mcl-1 to Bid peptide; TR-FRET Mcl-1/Bid-Dy647 peptide binding, 1536-well; hit rate 0.97% among 220,000; AID 1021; inhibition, % at 21.7 µM; Q07820;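 active means compounds that cut the binding signal by more than half at the single screening dose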;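 further: His-tagged Mcl-1 with europium anti-His antibody binding Bid BH3 peptide; 0% = Mcl-1 plus peptide wells and 100% = peptide-only wells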
# Target sequence (Q07820 whole entry, looked up): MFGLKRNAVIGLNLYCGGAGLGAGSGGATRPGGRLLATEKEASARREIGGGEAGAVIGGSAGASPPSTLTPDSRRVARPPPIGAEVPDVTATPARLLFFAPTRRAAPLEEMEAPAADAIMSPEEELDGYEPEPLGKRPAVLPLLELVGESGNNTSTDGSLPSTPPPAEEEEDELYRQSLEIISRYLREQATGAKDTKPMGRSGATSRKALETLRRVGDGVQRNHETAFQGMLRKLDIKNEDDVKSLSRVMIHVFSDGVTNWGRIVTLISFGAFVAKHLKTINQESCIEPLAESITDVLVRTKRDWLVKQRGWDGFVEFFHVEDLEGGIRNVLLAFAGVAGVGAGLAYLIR
# GSH fluor: compound fluoresces at 488/530 nm on GSH beads. GSH beads flow cytometry, compound fluorescence 488/530 nm; active compounds read high. fluorescence (KMESF) at 10 µM. hit rate 0.25% among 190,000. AID 1776; in the data active means fluorescence above about 89;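 further: glutathione beads carrying GST-tagged Bcl family fusion proteins plus one bare bead set; values are compound well signal with DMSO vehicle wells as background; inactives centre near 16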
# Avidin bead fluor: avidin bead compound fluorescence profile; fluorescence (KMESF) at 10 µM; hit rate 0.38% among 220,000; Avidin beads, compound fluorescence 488/530 nm, flow cytometry; active compounds read high; AID 1775; in the data active means fluorescence above about 47; further: inactives centre near 10
# Cdc42 wt GTP: human Cdc42 wildtype GTP binding change, either direction; AID 761; GST-Cdc42 beads, Bodipy-GTP binding, flow cytometry; actives lie on both sides; percent activity (GTP binding), % at 10 µM; hit rate 0.2% among 190,000;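 active means percent activity GTP binding at least 20 points away from the 100% baseline, either down as inhibitor or up as activator; inconclusive means compound flagged as likely green fluorescent from well-wide comparison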;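 further: median bead fluorescence of bound Bodipy-FL-GTP at 100 nM; 0% = excess unlabeled GTP control and 100% = no compound control; below 100% means less GTP binding so inhibitor and above means activator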
# Target sequence (P60953 whole entry, looked up): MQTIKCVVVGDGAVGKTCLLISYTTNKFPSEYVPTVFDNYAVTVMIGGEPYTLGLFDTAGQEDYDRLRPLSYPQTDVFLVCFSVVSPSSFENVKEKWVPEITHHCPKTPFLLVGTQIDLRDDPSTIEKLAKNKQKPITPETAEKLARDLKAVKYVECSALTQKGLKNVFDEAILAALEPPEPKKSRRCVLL
# Rab7 wt GTP bind: modulators of GTP binding to dog Rab7 wildtype GTPase; GST-Rab7 beads, fluorescent GTP binding, flow cytometry; actives lie on both sides; untreated = 100%, excess cold GTP = 0%; GTP binding activity (percent of control), % at 10 µM; hit rate 0.055% among 190,000;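 active means fluorescent GTP binding to Rab7 beads changed by at least 20 points from the 100% baseline, either direction, mostly lower; inconclusive means compound itself probably fluorescent, or too few beads counted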;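 further: median green fluorescence of bound Bodipy-FL-GTP per Rab7 bead population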
# Rab2A wt mod: changes GTP binding to wildtype dog Rab2A, up or down | GST-Rab2 wt beads, Bodipy-GTP binding, flow cytometry | GTP binding activity, % at 10 µM | hit rate 0.19% among 190,000 | P61105 | AID 760;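 active means GTP binding activity at least 20 points away from 100%, either lowered or raised; inconclusive means signal likely due to the compound's own green fluorescence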;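 further: 0% = beads with excess unlabeled GTP and 100% = no-compound control corrected for plate trend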
# Rac1 act GTP bind: modulators of GTP binding to human Rac1 activated mutant; P63000; GST-Rac1 activated beads, fluorescent GTP binding, flow cytometry; actives lie on both sides; 100% means binding = to untreated wells; percent activity (GTP binding), % at 10 µM; hit rate 0.11% among 190,000;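 active means GTP binding at least 20 percentage points away from the 100% baseline, in either direction, so actives lie on both sides; inconclusive means Compound likely fluorescent itself, or too few beads counted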
# Mcl1-Noxa inh: disrupts binding of human Mcl-1 to Noxa peptide | TR-FRET Mcl-1/Noxa peptide binding, 2 h | inhibition, % at 21.7 µM | hit rate 1.5% among 220,000;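 active means compounds that cut the protein-peptide binding signal by more than 50% relative to plate controls in a single-dose test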;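 further: His-tagged Mcl-1 with rhodamine Noxa BH3 peptide and terbium anti-His antibody; 0% = Mcl-1 plus Noxa peptide wells and 100% = peptide-only wells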
# Pf gametocyte: inhibitors of late stage P. falciparum gametocyte viability | P. falciparum stage V gametocytes, ATP luminescence, 24 h | inhibition, % at 10.9 µM | hit rate 0.065% among 150,000 | AID 743093;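 active means inhibition above the mean plus 3 SD of compounds within the control limits, set per campaign, cut at about 38% in these data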;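 further: 0% = DMSO wells and 100% = medium only without gametocytes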
# Rac1 wt GTP bind: modulators of human Rac1 wildtype GTP binding | P63000 | GST-Rac1 beads, fluorescent GTP binding, flow cytometry; actives lie on both sides; 0 = cold GTP competed, 100 = untreated | GTP binding activity (% of control), % at 10 µM | hit rate 0.27% among 190,000 | AID 757;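 active means GTP binding activity at least 20 points away from the 100% control level, either lower or higher; inconclusive means compound flagged as likely green fluorescent, judged across all proteins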
# HRas wt GTP: modulators of GTP binding to human HRas wildtype | GST-Ras wt beads, Bodipy-FL-GTP binding, flow cytometry; actives lie on both sides | P01112 | GTP binding activity, % at 10 µM | hit rate 0.14% among 190,000;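 active means GTP binding activity at least 20% away from the 100% baseline, either lowered as inhibitor or raised as activator; inconclusive means flagged as likely green fluorescent, judged across all proteins in the well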;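 further: 0% = unlabeled GTP competition control and 100% = no-compound control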
# Target sequence (P01112 whole entry, looked up): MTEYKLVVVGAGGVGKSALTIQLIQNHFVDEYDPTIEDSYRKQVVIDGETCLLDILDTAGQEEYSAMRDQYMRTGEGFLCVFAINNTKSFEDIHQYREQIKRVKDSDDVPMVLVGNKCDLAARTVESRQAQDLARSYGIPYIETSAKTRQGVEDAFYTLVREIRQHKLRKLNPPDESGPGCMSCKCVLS
# The depositor's hits bear a star; u = inconclusive; x = not tested or not shown.
SMILES,Mcl1 Bid PPI,GSH fluor,Avidin bead fluor,Cdc42 wt GTP,Rab7 wt GTP bind,Rab2A wt mod,Rac1 act GTP bind,Mcl1-Noxa inh,Pf gametocyte,Rac1 wt GTP bind,HRas wt GTP
O=C(c1ccccc1)n1ccc2ccccc21,-15.9,8,16,98.0,97.0,97.0,96.0,-2.1,-13.1,101.0,99.0
COC1=CC(=O)CC(C)C12Oc1c(Cl)c(OC)cc(OC)c1C2=O (centres undefined),1.0,21,10,101.0,101.0,99.0,101.0,-65.7,x,102.0,99.0
Cc1cc(C)n2nc(SCc3cc(=O)oc4cc(C)c(C)cc34)nc2n1,-2.2,31,8,100.0,99.0,97.0,96.0,5.7,x,103.0,100.0
CCCC(=O)Nc1cc(-c2cn3cccnc3n2)ccc1OC,-7.5,13,37,99.0,96.0,96.0,96.0,7.8,x,96.0,97.0
C#CCSc1nnc(-c2ccc(O)cc2)o1,-8.6,60,26,97.0,105.0,99.0,96.0,10.3,9.7,102.0,98.0
C=CCc1c(OC(C)=O)c2ccccc2n(C)c1=O,-21.9,16,14,103.0,101.0,102.0,102.0,-5.5,-10.3,103.0,104.0
CCNC(=S)N1CCN(CCN=CC2=C(O)CC(c3cccs3)CC2=O)CC1 (centres undefined),-20.6,40,21,100.0,98.0,99.0,98.0,-7.1,x,103.0,100.0
Cc1sc(NC(=O)c2ccco2)c(CN2CCN(Cc3ccccc3)CC2)c1C,-23.1,15,10,91.0,99.0,93.0,92.0,0.4,2.1,93.0,92.0
COc1ccc(CC2(CO)CCN(C(=O)NCc3ccccc3)CC2)cc1,-4.5,12,9,96.0,94.0,94.0,95.0,-5.4,12.8,97.0,93.0
COc1ccc(Nc2nc(Cl)nc(Nc3ccc(OC)cc3OC)n2)c(OC)c1,-11.5,13,8,101.0,96.0,99.0,99.0,12.4,x,97.0,103.0
COc1cc(-c2ncc3ccccn23)cc(OC)c1OC,31.5,16,30,98.0,91.0,100.0,100.0,33.0,x,100.0,98.0
CC(=O)c1cccc(CN2CCN(C3CCCC3)C(CCO)C2)c1 (centres undefined),-34.1,14,12,96.0,104.0,97.0,98.0,14.3,-2.1,104.0,101.0
CC(C)(C)c1cc(=O)[nH]c(SCc2ccccc2)n1,-13.8,25,11,96.0,100.0,94.0,92.0,5.0,x,98.0,98.0
O=C(NCCCn1ccnc1)c1cc(S(=O)(=O)N2CCOCC2)ccc1F,-14.4,12,22,96.0,100.0,94.0,95.0,17.4,x,97.0,98.0
COC(=O)C1=C(O)/C(=C\c2ccc(CNS(=O)(=O)c3ccc(Cl)cc3)o2)N=C1C,-25.7,9,7,96.0,94.0,97.0,99.0,30.9,-29.1,99.0,98.0
CSc1ncc(CN2CCN(CCC(C)C)C(CCO)C2)cn1 (centres undefined),-25.8,14,12,96.0,100.0,98.0,95.0,2.7,21.7,98.0,97.0
c1csc(C(c2nnnn2C2CCCC2)N2CCCC3(CCCCC3)C2)c1 (centres undefined),-32.8,18,4,99.0,96.0,99.0,98.0,-15.8,-17.9,101.0,101.0
C=CCNC(=O)/C(C#N)=C/c1c(C)nn(-c2ccccc2)c1Cl,-10.3,5,14,102.0,100.0,98.0,100.0,22.6,x,105.0,100.0
CCCNC(=O)C1CCN(c2cc(-c3ccccc3)nc3ncnn23)CC1,-3.8,17,12,98.0,97.0,94.0,97.0,69.5*,20.1,104.0,100.0
O=c1[nH]c(=O)n(Cc2ccccc2)c2c1CCC2,-12.0,14,22,101.0,99.0,100.0,99.0,6.5,9.2,103.0,100.0
COc1ccc(-c2cc(C(=O)Nc3cc(C)on3)no2)cc1,-99.5,16,10,99.0,94.0,95.0,96.0,-31.8,5.3,100.0,96.0
O=C(Cc1cccs1)Nc1nnc(C2CC2)s1,-31.9,15,9,99.0,96.0,93.0,97.0,-2.7,-3.1,99.0,97.0
Cc1ccc(-n2cc(-c3ccccc3)[nH]c2=O)cc1F,-2.7,23,13,102.0,103.0,104.0,101.0,8.8,3.1,101.0,102.0
CC12CN3CC(C)(CN(C1)C3c1ccccc1Cl)C2O (centres undefined),-2.6,21,29,101.0,99.0,102.0,99.0,87.6*,x,102.0,100.0
Cc1onc(-c2ccccc2Cl)c1C(=O)N/N=C(\N)COc1ccc(Cl)cc1,-42.9,36,13,96.0,100.0,97.0,94.0,-43.9,11.9,95.0,98.0

# Other structures:
SMILES,Mcl1 Bid PPI,GSH fluor,Avidin bead fluor,Cdc42 wt GTP,Rab7 wt GTP bind,Rab2A wt mod,Rac1 act GTP bind,Mcl1-Noxa inh,Pf gametocyte,Rac1 wt GTP bind,HRas wt GTP
COc1ccc(-c2cn3cccnc3n2)cc1NC(=O)c1cccs1,1.2,19,12,102.0,97.0,97.0,99.0,11.1,11.2,100.0,96.0
CCc1ccc2oc(C(=O)NCc3ccncc3)c(C)c2c1,-5.4,18,9,102.0,103.0,100.0,100.0,-13.1,28.3,103.0,103.0
Cc1ccnc(Nc2nc3ccccc3s2)n1,-21.9,23,10,96.0,103.0,98.0,96.0,-8.3,x,100.0,98.0
CC1(C)Oc2ccccc2OC1(O)c1ccc2ccccc2n1 (centres undefined),-9.1,11,22,103.0,98.0,98.0,102.0,8.0,x,106.0,98.0
CCn1cc(/C=C/C(=O)NCc2c(C)nn(C)c2C)cn1,-26.1,58,7,99.0,99.0,97.0,94.0,16.1,x,97.0,97.0
O=C(NC(=S)Nc1cccc2ncccc12)c1cccs1,-17.0,13,12,99.0,104.0,100.0,94.0,25.6,5.9,95.0,97.0
CCOC(=O)C(Sc1ncn[nH]1)c1ccccc1 (centres undefined),-4.5,22,29,102.0,95.0,104.0,101.0,2.3,4.8,105.0,100.0
CC(C)(C)c1cc(NC(=O)c2ccc(OC3CCCC3)cc2)no1,-1.6,7,2,99.0,104.0,102.0,98.0,1.4,1.7,107.0,103.0
CCC(C)/C(C)=N/NC(=O)CSc1nc2ccccc2[nH]1 (centres undefined),-31.0,13,11,94.0,91.0,93.0,96.0,17.5,3.7,96.0,94.0
COC(=O)c1ccc(NC(=O)c2ccccc2-c2ccccc2C(=O)O)cc1,-8.9,11,10,93.0,101.0,96.0,92.0,2.6,x,94.0,97.0
Cc1onc(-c2ccccc2Cl)c1C(=O)OCC(=O)Nc1cccc(S(=O)(=O)N(C)C)c1,-37.5,14,9,98.0,96.0,97.0,97.0,23.9,x,99.0,97.0
CCCN(CCC)C(=O)CP(=O)(c1ccccc1)c1ccccc1,-9.7,11,20,104.0,105.0,103.0,95.0,3.3,x,101.0,104.0
CCc1c(C(=O)NCCc2ccc(OC)c(OC)c2)[nH]c(C)c1C(C)=O,-32.3,61,12,102.0,103.0,101.0,99.0,-4.3,-27.1,107.0,101.0
Cc1cc([N+](=O)[O-])nn1Cn1nc([N+](=O)[O-])cc1C,-40.7,13,9,97.0,102.0,99.0,94.0,18.0,-29.3,95.0,96.0
CCN1C(=O)CC(N2CCN(c3ccc(C(=O)c4ccccc4)cc3)CC2)C1=O (centres undefined),-5.8,16,27,88.0,95.0,93.0,92.0,6.3,-11.2,94.0,91.0
O=c1cc(CN2CCc3ccccc32)c2ccc(O)cc2o1,-52.9,13,9,95.0,91.0,95.0,92.0,21.7,-3.1,96.0,93.0
Cc1cccc(C)c1NC(=O)C(=O)c1cn(C)c2ccccc12,-1.0,20,9,96.0,102.0,98.0,98.0,-0.8,0.8,103.0,96.0
COc1ccc(-c2cc3c(=O)n(CC(=O)NC4CCN(Cc5ccccc5)CC4)ncn3n2)cc1,-10.1,11,18,99.0,100.0,101.0,96.0,8.1,x,92.0,98.0
CC(C)(C)c1ccc(S(=O)(=O)N2CCC(c3nc4ccc(Cl)cc4[nH]3)CC2)cc1,-1.0,22,6,92.0,95.0,94.0,94.0,-0.9,20.4,92.0,91.0
CC(NC(=O)c1ccc(F)cc1)c1ccccc1 (centres undefined),-11.3,17,6,94.0,99.0,97.0,92.0,16.1,x,92.0,95.0
O=C1C=CC(=O)N1c1ccc(OC(F)F)cc1,-17.9,14,3,99.0,101.0,100.0,96.0,16.7,-3.0,99.0,99.0
CCCn1c(=S)[nH]c2cc(C(=O)N3CCN(c4ccccc4OC)CC3)ccc2c1=O,-20.6,19,x,103.0,99.0,98.0,100.0,19.4,x,105.0,104.0
Cc1[nH]c2ccccc2c1/C=C/C(=O)c1ccccc1,-21.5,14,16,u,u,u,u,-1.1,-9.7,u,u

# Grouped by structure, the entries above containing a Cl atom (8)
SMILES,Mcl1 Bid PPI,GSH fluor,Avidin bead fluor,Cdc42 wt GTP,Rab7 wt GTP bind,Rab2A wt mod,Rac1 act GTP bind,Mcl1-Noxa inh,Pf gametocyte,Rac1 wt GTP bind,HRas wt GTP
COC1=CC(=O)CC(C)C12Oc1c(Cl)c(OC)cc(OC)c1C2=O (centres undefined),1.0,21,10,101.0,101.0,99.0,101.0,-65.7,x,102.0,99.0
COc1ccc(Nc2nc(Cl)nc(Nc3ccc(OC)cc3OC)n2)c(OC)c1,-11.5,13,8,101.0,96.0,99.0,99.0,12.4,x,97.0,103.0
COC(=O)C1=C(O)/C(=C\c2ccc(CNS(=O)(=O)c3ccc(Cl)cc3)o2)N=C1C,-25.7,9,7,96.0,94.0,97.0,99.0,30.9,-29.1,99.0,98.0
C=CCNC(=O)/C(C#N)=C/c1c(C)nn(-c2ccccc2)c1Cl,-10.3,5,14,102.0,100.0,98.0,100.0,22.6,x,105.0,100.0
CC12CN3CC(C)(CN(C1)C3c1ccccc1Cl)C2O (centres undefined),-2.6,21,29,101.0,99.0,102.0,99.0,87.6*,x,102.0,100.0
Cc1onc(-c2ccccc2Cl)c1C(=O)N/N=C(\N)COc1ccc(Cl)cc1,-42.9,36,13,96.0,100.0,97.0,94.0,-43.9,11.9,95.0,98.0
Cc1onc(-c2ccccc2Cl)c1C(=O)OCC(=O)Nc1cccc(S(=O)(=O)N(C)C)c1,-37.5,14,9,98.0,96.0,97.0,97.0,23.9,x,99.0,97.0
CC(C)(C)c1ccc(S(=O)(=O)N2CCC(c3nc4ccc(Cl)cc4[nH]3)CC2)cc1,-1.0,22,6,92.0,95.0,94.0,94.0,-0.9,20.4,92.0,91.0
